Source: PubChem (National Center for Advancing Translational Sciences (NCATS))
HT1080-NT tox = kills 2HG-producing HT-1080-NT fibrosarcoma cells. HT-1080-NT fibrosarcoma viability, CellTiter-Glo ATP luminescence, 48 h. 360,000 tested, 1.6% active. Potency, µM (doses to about 46.1 µM), for inactives: top-dose activity, negative = less viability, hits mostly cytotoxic;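 further: NT is the 2HG producing partner of a matched IDH1 knockdown line; potency means the concentration at half of the fitted maximal effect; 0% = DMSO-treated cells and -100% = media-only wells without cells; nearly all actives have a fitted effect of over 55% in size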
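Read-out is CellTiter-Glo luminescence after 10 minutes at room temperature, following 48 hours' compound treatment of HT-1080-NT cells (750 cells/well, RPMI, 5% FBS, 37 degrees C).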
KB-V1 cytotox = kills drug-selected multidrug resistant KB-V1 cells; Potency, µM (titrated, usually from 46.1 µM), for inactives: at the highest dose activity change, negative = cytotoxicity, actives largely listed as cytotoxic; 400,000 tested, 3.4% active; KB-V1 MDR cells viability, CellTiter-Glo, 72 h; further: potency means the concentration at half of the fitted maximal effect; on the % scale 0 is the no-effect control and ±100 the full control effect; nearly all actives have a fitted effect of over 60% in size
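Readout: CellTiter-Glo luminescence, 10 min after addition. Cells: KB-V1 MDR subline, 72 h at 37 degrees C with compound. Analysis: corrected, normalized data fitted to concentration-effect curves.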
HT1080 IDH1KD tx = toxicity to HT-1080 IDH1 knockdown cells (counter line) | 360,000 tested, 2% active | HT-1080 IDH1 knockdown viability, ATP luminescence, 48 h | Potency, µM (highest dose often 46.1 µM), for the others: at the highest dose activity, negative = toxicity, most hits filed as cytotoxic;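 further: potency means the concentration at half of the fitted maximal effect; 0% = DMSO wells and -100% = cell-free medium wells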
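Using the IDH1-knockdown HT-1080 line run in the same batch and compound series as the NT line, viability after 48 h at 37 °C was determined by CellTiter-Glo luminescence and expressed as % activity.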
MCF10A rerep = DNA re-replication induction in MCF 10a cells. MCF 10A DNA re-replication, Hoechst nuclear intensity, 48 h. Potency, µM (titrated, usually from 46.1 µM), inactives show top-dose activity, positive = re-replication, most hits filed as activators. 350,000 tested, 2.9% active; further: potency means the concentration at half of the fitted maximal effect; % of control where 0% means no effect; nearly all actives have a fitted effect of over 50% in size
SW480 rerep = induces DNA re-replication in SW480 colon adenocarcinoma cells; AID 624297; 340,000 tested, 1.8% active; Potency, µM (titrated, usually from 46.1 µM), without a hit: at the highest dose re-replication activation, most hits filed as activators; SW480 DNA re-replication, Hoechst DNA content imaging, 48 h; further: potency means the concentration at half of the fitted maximal effect; % of control where 0% means no effect; nearly all actives have a fitted effect of over 55% in size
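Compounds, transferred as 23 nL by pin tool, were incubated with cells for 48 hr; DNA content per nucleus was then quantified by Hoechst staining and fluorescence plate imaging.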
HEK293 tox = cytotoxicity counter-screen for GLP-1 receptor inverse agonists. HEK293 cAMP-luciferase reporter cells, luminescence, 24 h. Potency, µM (titrated, usually from 38.3 µM), for the others: top-dose activity change, negative = inhibition, most hits filed as inhibitors. 410,000 tested, 0.13% active. AID 624418;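 further: loss of luciferase light is scored as toxicity; potency means the concentration at half of the fitted maximal effect; on the % scale 0 is the no-effect control and ±100 the full control effect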
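A 23 nL compound transfer followed 12 hours of cell culture at 37 deg C; exposure then lasted 24 hr. Luciferase assay detection reagent was dispensed and plates read for luminescence after a 12 min room-temperature wait.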
IL1B secr inh = inhibitors of inflammasome signaling (IL-1 beta secretion); 360,000 tested, 4.7% active; activity change, % at 57.5 µM; THP-1 LPS/ATP IL-1B secretion, AlphaLISA, 16 h; stronger effect = lower value; in the data active means activity change below about -50%; inconclusive means mostly about -30% to -49%; further: on the % scale 0 is the no-effect control and ±100 the full control effect
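THP-1 cells pretreated 1 hr with compounds (up to 57.5 uM final), then stimulated with LPS (250 ng/mL final) plus ATP (1.25 mM final); secreted IL-1B measured by AlphaLISA after 16 hr, decreased signal indicating inhibition.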
KB-3-1 tox = kills parental KB-3-1 adenocarcinoma cells; Potency, µM (series often up to 46.1 µM), for the others: at the highest dose activity change, negative = cytotoxic, usual class: cytotoxic; 400,000 tested, 1.4% active; KB-3-1 viability, CellTiter-Glo ATP luminescence, 72 h; further: potency means the concentration at half of the fitted maximal effect; on the % scale 0 is the no-effect control and ±100 the full control effect; nearly all actives have a fitted effect of over 60% in size
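KB-3-1 cells, DMEM (no phenol red) + 10% FBS; compound by pin transfer, 72 h, 37 °C. Readout: CellTiter-Glo luminescence after 10 min. Data normalized, curve-fitted.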
DRD3 agonist = activates the human D3 dopamine receptor. P35462. D3R DiscoveRx beta-arrestin cells, luminescence, 90 min. max activation, %. 410,000 tested, 0.58% active. AID 652048; in the data active means max activation above about 30%; further: 0% is about no effect; mostly tested at two doses, the higher about 12 µM
Target sequence (P35462 whole entry, looked up): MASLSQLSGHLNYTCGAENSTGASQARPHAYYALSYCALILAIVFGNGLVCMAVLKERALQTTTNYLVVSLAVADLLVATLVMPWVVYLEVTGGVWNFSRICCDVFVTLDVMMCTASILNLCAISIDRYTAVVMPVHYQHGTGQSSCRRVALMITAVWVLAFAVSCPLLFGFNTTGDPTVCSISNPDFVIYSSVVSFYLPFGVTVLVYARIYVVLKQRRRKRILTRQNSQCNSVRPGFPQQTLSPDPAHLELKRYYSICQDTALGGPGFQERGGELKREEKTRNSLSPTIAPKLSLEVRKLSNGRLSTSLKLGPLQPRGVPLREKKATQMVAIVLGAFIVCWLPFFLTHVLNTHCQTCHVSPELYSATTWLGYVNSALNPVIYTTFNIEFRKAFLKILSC
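Agonist mode: compounds and dopamine controls were applied to plated cells for 90 min at 37 degrees C after an overnight attachment at 1500 cells/well. Luminescent read-out followed 30 - 60 minutes at room temperature with DiscoveRx detection reagent.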
* = called active by the depositor; ? = inconclusive; · = not tested or not shown; [ ] = dose if it differs, or a comment. Unless noted, the call rests on the fitted dose curve; in most records, active means well fitted curve in the direction sought with a large enough effect; inconclusive means small, poorly fitted or top-dose-only effect, or another doubt; inactive means no such curve, though single readings can be large; an effect the other way counts as inactive or inconclusive.

Compound	HT1080-NT tox	KB-V1 cytotox	HT1080 IDH1KD tx	MCF10A rerep	SW480 rerep	HEK293 tox	IL1B secr inh	KB-3-1 tox	DRD3 agonist
CCSc1nnc([C@@H](N)Cc2c[nH]c3ccccc23)o1	4%	?	4%	-1%	-9%	4%	0	-5%	-1
CN(C)CC#CCn1c2ccccc2c2ccccc21	-10%	-22%	-6%	10%	-2%	2%	?	-10%	-10
COc1ccc(C(O)c2ccccc2OP(=O)(N(C)C)N(C)C)cc1 (centres undefined)	8%	-6%	2%	5%	-2%	-7%	12	13%	2
Cc1ccc2nc3c(cc2c1)CC1(C(=O)N(C)C(=O)N(C)C1=O)C1COCCN31 (centres undefined)	2%	2%	4%	0%	-4%	-6%	-3	11%	0
CNP(=S)(NC)OCCOc1ccc(OC)cc1	8%	9%	10%	-2%	-6%	1%	17	0%	2
CNC(=O)c1cccn(Cc2ccc(C(F)(F)F)cc2)c1=O	-3%	?	-3%	12%	2%	1%	56	?	1
CC(C)OP(=O)(OC(C)C)C(O)c1ccc(Br)cc1 (centres undefined)	-3%	-20%	-2%	0%	-6%	-2%	7	1%	7
COc1ccc(CC2(CCc3ccccn3)C(=O)NC(=O)N(c3ccccc3C)C2=O)cc1OC (centres undefined)	4%	0%	13%	-1%	0%	-3%	27	-4%	10
Nc1c(Br)cc2c3c(cccc13)-c1ccccc1-2	-28%	0%	?	?	?	58%[activator]	-18	?	-2
CC(=NCCCN1CCOCC1)c1c(O)n(Cc2ccccc2)c(=O)[nH]c1=O	4%	-18%	13%	1%	-22%	18%	-15	17%	-3

Copied from the list:
HT1080-NT tox, CNC(=O)c1cccn(Cc2ccc(C(F)(F)F)cc2)c1=O reads -3%
MCF10A rerep, CN(C)CC#CCn1c2ccccc2c2ccccc21 reads 10%
SW480 rerep, COc1ccc(CC2(CCc3ccccn3)C(=O)NC(=O)N(c3ccccc3C)C2=O)cc1OC (centres undefined) reads 0%
MCF10A rerep, Cc1ccc2nc3c(cc2c1)CC1(C(=O)N(C)C(=O)N(C)C1=O)C1COCCN31 (centres undefined) reads 0%
HEK293 tox, CC(=NCCCN1CCOCC1)c1c(O)n(Cc2ccccc2)c(=O)[nH]c1=O reads 18%

More records.
Compound	HT1080-NT tox	KB-V1 cytotox	HT1080 IDH1KD tx	MCF10A rerep	SW480 rerep	HEK293 tox	IL1B secr inh	KB-3-1 tox	DRD3 agonist
CC(=O)OC1CC(OC2C(O)CC(OC3C(O)CC(OC4CCC5(C)C(CCC6C5CCC5(C)C(C7=CC(=O)OC7)C(O)CC65O)C4)OC3C)OC2C)OC(C)C1OC1OC(CO)C(O)C(O)C1O (centres undefined)	0.65µM*	?	1.3µM*	?	1.2µM*	-58%	-80*	1.2µM*	-2
CCN1CCN(c2ccc(N)cc2)CC1	29%	15%	3%	-1%	-4%	?	-16	-4%	4
CCCCn1c(=O)c(C=Nc2ccc(Cl)cc2)c(O)n(Cc2ccco2)c1=O	-4%	2%	-14%	1%	3%	5%	14	12%	8
O=C(NC1CCCCC1)N1Cc2ccccc2-n2nncc2C1	2%	-10%	-2%	-8%	-17%	1%	19	-11%	6
CCCCn1c(=O)c(C(=O)NCc2ccco2)c(O)c2ccccc21	0%	?	19%	8%	?	0%	75	?	2
S=C(NCCN1CCOCC1)Nc1cccc(Cl)c1	3%	?	-1%	-1%	-698%[inhibitor]	0%	11	5%	14
CNC(C(=O)c1ccccc1)C(OC)c1ccc(C)cc1 (centres undefined)	12%	0%	12%	2%	2%	2%	-7	20%	-2
CN1CCN(C(=O)COc2ccc(S(=O)(=O)Nc3ccc(Cl)cc3)cc2)CC1	-11%	-9%	-10%	·	·	3%	11	6%	-4
Cc1ccsc1C(=O)C1CCCN(Cc2cccn2-c2ccccn2)C1 (centres undefined)	?	-15%	?	-2%	9%	?	-25	?	-21
C1CC2NCCC3NCCC(N1)N32 (centres undefined)	2%	-2%	0%	-2%	-4%	2%	-13	2%	0
O=C1CSC2(CN3CCC2CC3)N1 (centres undefined)	6%	27%	11%	-2%	-4%[9.22 µM]	-8%	12	0%	-1
O/N=C/c1c[nH]c2ccccc12	1%	19%	-2%	0%	3%	-2%	-1	-4%	5
CC1CCN(c2nc(-c3ccc(F)cc3)cc(C(F)(F)F)n2)CC1	16%	14%	14%	?	0%	-8%	0	18%	0
Cn1c(O)c(C=NC2CCN(Cc3ccccc3)CC2)c(=O)[nH]c1=O	5%	26%	-3%	1%	-10%	-8%	20	-1%	-35
COC(=O)Nc1nc2ccccc2[nH]1	?	3.7µM*	?	?	?	-32%	12	10µM*	0
S=C(Nc1ccc(Br)cc1)NC1CCN(Cc2ccccc2)CC1	?	?	?	16%	12%	?	-96*	?	-24
COc1cccc(C2CCN(C)C2)c1 (centres undefined)	-1%	9%	0%	·	·	-2%	7	0%	-1
COc1cc2c(cc1OC)C13CCN4CC5CCOC6CC(=O)N2C1C6C5CC43 (centres undefined)	3%	19%	3%	-4%	-10%	-8%	30	2%	-12
CCOC(=O)c1ccc(NC(c2ccc(N(C)C)cc2)P(=O)(OC(C)C)OC(C)C)cc1 (centres undefined)	-22%	-2%	-30%	?	?	-14%	9	12%	-2
C[C@H]1CN([C@@H](C)CO)C(=O)c2cccc(NC(=O)Nc3ccc(C(F)(F)F)cc3)c2O[C@@H]1CN(C)C(=O)Nc1ccc(F)cc1	?	6%	?	?	-6%	?	1	?	-12

Two entries from above, as labelled records:
O=C1CSC2(CN3CCC2CC3)N1 (centres undefined)
  HT1080-NT tox = 6%; KB-V1 cytotox = 27%; HT1080 IDH1KD tx = 11%; MCF10A rerep = -2%; SW480 rerep = -4%[9.22 µM]; HEK293 tox = -8%; IL1B secr inh = 12; KB-3-1 tox = 0%; DRD3 agonist = -1
COc1cc2c(cc1OC)C13CCN4CC5CCOC6CC(=O)N2C1C6C5CC43 (centres undefined)
  HT1080-NT tox = 3%; KB-V1 cytotox = 19%; HT1080 IDH1KD tx = 3%; MCF10A rerep = -4%; SW480 rerep = -10%; HEK293 tox = -8%; IL1B secr inh = 30; KB-3-1 tox = 2%; DRD3 agonist = -12

The results go on.
Compound	HT1080-NT tox	KB-V1 cytotox	HT1080 IDH1KD tx	MCF10A rerep	SW480 rerep	HEK293 tox	IL1B secr inh	KB-3-1 tox	DRD3 agonist
CC(Cc1ccccc1)[n+]1cc(/N=C(\N)[O-])on1 (centres undefined)	12%	15%	-2%	-5%	-14%	3%	-2	16%	-2
COC(=O)C1=C(c2ccc(F)cc2OCc2ccccc2)C[C@@H]2CC[C@H]1N2C(=O)NC(C)C	10%	-2%	0%	1%	-3%	-26%	-14	0%	-14
c1ccc2c(CCNC3CCCCC3)c[nH]c2c1	2%	5%	-20%	-12%	21µM*	1%	-26	2%	-4
O=c1c2cc(Br)ccc2[nH]c(=S)n1-c1ccccc1	18%	-10%	-16%	-2%	-8%	10%[7.66 µM]	-3	7%	4
Nc1ccc2cc(Br)ccc2c1	0%	7%	-22%	-1%	-2%	-7%	?	-4%	-3
CN(CCc1ccccc1)Cc1ccccc1[N+](=O)[O-]	9%	10%	9%	11%	-7%	4%	-6	24%	-9
CCCCN(Cc1ccccc1)C1CCN(CCc2ccccc2)CC1	?	0%	?	-2%	?	-2%	-65*	?	-25
CCC(C)n1c(C)cc(C(N)=O)c1C (centres undefined)	23%	0%	20%	9%	-25%	-1%	-5	4%	-6
COc1ccc(CCn2c(O)c(C=Nc3ccccc3F)c(=O)[nH]c2=O)cc1OC	17%	0%	19%	-1%	-15%	-7%	37	12%	6
O=c1[nH]c(=S)[nH]c(O)c1N=Nc1ccc(S(=O)(=O)N2CCc3ccccc32)cc1	-21%	?	-17%	-2%	?	10%	8	-1%	-6

Only KB-V1 cytotox, HT1080 IDH1KD tx and MCF10A rerep, for 2 of the compounds above:
| smiles | KB-V1 cytotox | HT1080 IDH1KD tx | MCF10A rerep |
| --- | --- | --- | --- |
| Nc1ccc2cc(Br)ccc2c1 | 7% | -22% | -1% |
| CCC(C)n1c(C)cc(C(N)=O)c1C (centres undefined) | 0% | 20% | 9% |

Later entries:
Compound	HT1080-NT tox	KB-V1 cytotox	HT1080 IDH1KD tx	MCF10A rerep	SW480 rerep	HEK293 tox	IL1B secr inh	KB-3-1 tox	DRD3 agonist
O=C(c1c(F)c(F)c(F)c(F)c1F)N(Cc1ccccc1)Cc1ccccc1	-17%	?	-5%	?	12%	?	-2	-1%	0
COC(=O)c1ccc(C(=O)OC)c(NC(=O)Oc2ccccc2)c1	?	26%	21%	-4%	11%	111%[activator]	17	8%	-1
c1ccc(CNC2CN3CCC2CC3)cc1 (centres undefined)	1%	4%	6%	10%	-6%	-3%	4	1%	6
COc1ccc(N2C(=O)CC(N3CC=C(c4ccccc4)CC3)C2=O)cc1 (centres undefined)	0%	-15%	-5%	13%	-1%	-3%	13	-4%	-6
COc1ccc(-c2nc(CN3C(=O)CN=C(c4ccccc4Cl)c4cc(Cl)ccc43)c(C)o2)cc1OC	·	?	·	·	·	24%	·	?	9
O=C1c2cccc3cccc(c23)C(=O)N1/N=C/c1c(O)n(-c2ccccc2)c(=O)[nH]c1=O	-19%	1%	-16%	-1%	-2%	19%	-11	0%	3
Nc1ncnc2c1ncn2[C@@H]1O[C@H](COP(=O)(O)CP(=O)(O)O)[C@@H](O)[C@H]1O	?	15µM*	-20%	9%	-8%	-3%	-1	0%	-6

These rows are one share of the data, so the mix of outcomes need not match the whole.
